# Screens as filed in PubChem BioAssay.
# NOD2 RIPK2 PPI: NOD2-RIPK2 binding disruptors in cells, primary screen, fluorescence, CHO cells, BLA complementation. CCF4 ratio. inhibition, % at 4.98 µM. actives 0.38% (n = 360,000); in the data active = inhibition above about 21%;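 also: 0% = vehicle only and 100% = reference blocker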
# Target sequence (O43353 whole entry, looked up): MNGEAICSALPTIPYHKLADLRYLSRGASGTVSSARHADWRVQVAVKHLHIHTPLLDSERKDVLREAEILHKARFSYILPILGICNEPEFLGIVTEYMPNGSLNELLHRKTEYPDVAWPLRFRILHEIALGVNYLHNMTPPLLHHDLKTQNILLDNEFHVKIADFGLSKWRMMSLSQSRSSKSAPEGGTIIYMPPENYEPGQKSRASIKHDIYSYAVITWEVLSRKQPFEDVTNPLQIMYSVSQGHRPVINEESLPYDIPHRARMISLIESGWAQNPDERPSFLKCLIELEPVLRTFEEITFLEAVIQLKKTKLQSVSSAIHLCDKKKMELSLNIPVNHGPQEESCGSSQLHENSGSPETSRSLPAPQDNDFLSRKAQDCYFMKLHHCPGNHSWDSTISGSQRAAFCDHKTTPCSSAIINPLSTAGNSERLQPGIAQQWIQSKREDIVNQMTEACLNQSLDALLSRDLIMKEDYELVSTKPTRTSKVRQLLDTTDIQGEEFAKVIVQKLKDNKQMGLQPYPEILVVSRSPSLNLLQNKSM
# MC4R ag barr: MC4R agonists recruiting beta-arrestin, primary screen, cell-based, luminescence, agonist arm of biased-ligand search; U2OS MC4R beta-arrestin complementation; percent of melanotan II response, DMSO zero; activation, % at 8.9 µM; actives 0.98% (n = 360,000); Melanocortin receptor 4 (Homo sapiens), P32245; AID 540308, 2011;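 active = activation above a per-plate cutoff, the mean activation of sample wells on that plate plus 3 SD, cut at about 8% in these data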
# Target sequence (P32245 whole entry, looked up): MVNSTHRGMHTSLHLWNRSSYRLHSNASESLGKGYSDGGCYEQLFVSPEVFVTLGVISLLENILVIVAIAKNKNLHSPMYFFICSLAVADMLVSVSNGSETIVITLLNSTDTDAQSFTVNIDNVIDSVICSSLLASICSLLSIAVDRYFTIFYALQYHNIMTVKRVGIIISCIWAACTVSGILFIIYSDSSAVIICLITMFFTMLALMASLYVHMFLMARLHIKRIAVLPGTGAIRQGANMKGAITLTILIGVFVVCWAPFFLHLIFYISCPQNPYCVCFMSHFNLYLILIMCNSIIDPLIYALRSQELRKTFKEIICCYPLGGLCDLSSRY
# ABCB6 inh 2: ABCB6 transporter inhibitors, primary screen, K562-ABCB6 cells, flow cytometry, MLPCN library; fluorescence ratio to DMSO, % at 10 µM; K562-ABCB6 porphyrin accumulation, 1 h; stronger effect = lower value; actives 0.19% (n = 360,000); ATP-binding cassette sub-family B member 6 (Homo sapiens), Q9NP58;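 active = fluorescence ratio to DMSO below 75%, the collection mean minus 3 SD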;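 also: signal is porphyrin accumulated inside mitochondria; 100% equals median channel fluorescence of DMSO control wells; lower ratio means ABCB6 inhibition with less porphyrin fluorescence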
# HTR2A ag: mouse Htr2a agonists via beta-arrestin recruitment, primary screen, cell-based, luminescence; CHO-K1 mHTR2A beta-arrestin complementation; percent of 30 µM serotonin response; activation, % at 7.6 µM; actives 0.66% (n = 360,000);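 active = activation above a run cutoff, the mean activation of all tested compounds plus 3 SD, cut at about 14% in these data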;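 also: 0% = plate median of compound wells and 100% = 30 µM serotonin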
# ABHD5 PLIN5 PPI: ABHD5-PLIN5 interaction inhibitors, primary screen, cell lysate, split luciferase complementation, luminescence; Perilipin-5 (Homo sapiens) + 1-acylglycerol-3-phosphate O-acyltransferase ABHD5 (Homo …; Split G. princeps luciferase complementation, 4 h; inhibition, % at 4 µM; actives 0.78% (n = 360,000);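 active = inhibition above the mean inhibition across every tested compound plus 3 SD, cut at about 22% in these data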;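 also: 0% = DMSO only wells and the 100% control is not disclosed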
# H9c2 protect: cardioprotection against H2O2-induced cell death, primary screen, uHTS, H9c2 cells, ATPLite luminescence; actives 0.63% (n = 360,000); AID 588492, 2011; H9c2 cardiomyocytes, H2O2 injury protection, 2 h; protection from H2O2 cell death, % at 20 µM;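 active = compounds giving at least 50% protection of heart cells from peroxide-induced death in the single-dose screen, raw or plate-pattern-corrected value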;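 also: 0% = DMSO wells with peroxide and 100% = DMSO wells without peroxide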
# TLR9-MyD88 block: inhibitors of TLR9-MyD88 association in cells, primary screen, cell-based, CHO, BLA complementation, fluorescence. CCF4 FRET ratio. inhibition, % at 4.98 µM. actives 0.21% (n = 340,000). AID 504734, 2011;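 active = inhibition above the mean over all tested compounds plus 3 SD, cut at about 21% in these data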;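 also: 0% = DMSO only wells and 100% = clavulanate BLA inhibitor control wells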
# SRC2 inh: inhibition of GAL4-SRC2 driven luciferase reporter, primary screen, SRC2 inhibitor project, cell-based, luminescence | HEK293 GAL4-SRC2 luciferase reporter | inhibition, % at 9 µM | actives 0.17% (n = 370,000) | AID 651957, 2012;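 active = inhibition above the mean inhibition of all tested compounds plus 3 SD, set per campaign, cut at about 52% in these data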;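 also: 0% = DMSO treated cells and 100% = cells given Gossypol at 36 µM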
# MC4R antagonist: MC4R antagonists of cAMP signaling, primary screen, cell-based, TR-FRET, antagonist arm of biased-ligand search; Melanocortin receptor 4 (Homo sapiens), P32245; inhibition, % at 6.5 µM; actives 0.48% (n = 360,000); MC4R-expressing cells, MTII-stimulated cAMP, LANCE TR-FRET; AID 540295, 2011;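 active = inhibition above its plate's cutoff, the mean of tested wells on that plate plus 3 SD, cut at about 29% in these data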;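 also: 0% = Melanotan II alone and 100% = Melanotan II plus saturating MCL0020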
#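 material = U2OS cells stably expressing human melanocortin 4 receptor (MC4R) | also added = Melanotan II challenge | dosing = single nominal compound dose of 6.5 µM | detection = TR-FRET with Eu-cAMP and labeled anti-cAMP, 671 nm | replication = singlicate | timing = compound 30 min, challenge 1 h, detection 1 h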
# N-glyco inh: increase of ERlucT glycosylation luciferase signal, primary screen, N-linked glycosylation inhibitor project, D54 ERlucT cells, luminescence, set 2; D54 ERlucT glycosylation luciferase reporter, 24 h; percent of 100 nM tunicamycin response; reporter increase, % at 12.5 µM; actives 0.23% (n = 360,000); AID 588692, 2011;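 active = mean luciferase reporter signal, scaled so untreated is 0 and the glycosylation-blocking control 100, at or above a set limit in every replicate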;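 also: luciferase carries N-glycosylation sites so blocking glycosylation raises the light; 0% = median of neutral control wells and 100% = median of 100 nM tunicamycin wells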
# An asterisk follows results filed as active; nt = no result given.
Structure	SRC2 inh	NOD2 RIPK2 PPI	HTR2A ag	N-glyco inh	TLR9-MyD88 block	MC4R ag barr	H9c2 protect	ABHD5 PLIN5 PPI	MC4R antagonist	ABCB6 inh 2
CC(=O)NC12CC3CC(C1)CC(C(=O)Nc1nc4c(C)cccc4s1)(C3)C2	8	-2	5	-1	4	-1.1	0	2	-6	100
O=C(COC(=O)C1=COCCO1)Nc1ccc(F)cc1	17	9	0	1	7	-2.3	-3	-1	2	98
O=C(Nc1cccnc1)c1cccc(S(=O)(=O)Nc2cccc(Cl)c2)c1	7	1	3	-4	6	-1.4	-5	1	5	91
NC(Cc1c[nH]c2ccccc12)C(=O)Nc1ccccc1 (stereo not given)	-9	-2	-5	-1	7	-1.3	-3	-8	1	103
Cc1ccc(NC(=O)NCCN2CCN(c3ccccc3)CC2)cc1Cl	0	5	-5	-1	-3	1.4	4	5	1	97
O=C(CNC(=O)c1ccc(N2CCCC2=O)cc1)Nc1ccc(F)c(F)c1F	-26	-20	1	-1	-9	-0.5	0	5	1	101
FC(F)(F)c1cccc(-n2cccc2/C=N/n2cnnc2)c1	-14	-2	-5	0	0	0.3	7	-2	-2	92
Cc1cccc(NC(=O)CN(C)S(=O)(=O)c2cnc[nH]2)c1	5	-2	-4	1	-1	-0.2	-1	-3	4	97
N=c1ncn(C2OC(CO)C(O)C2O)c2nc(Br)[nH]c12 (stereo not given)	1	2	-1	0	3	-2.1	1	4	6	96
COC(=O)CC1Nc2ccccc2SC1=O (stereo not given)	-6	-7	-3	0	-13	-1.5	0	4	9	93
CCCN1C(=O)CC(c2ccc(OC)c(OC)c2)C1=O (stereo not given)	23	1	5	0	nt	nt	10	9	nt	100
O=C1C(=O)c2c(C(=O)c3ccccc3)coc2-c2ccccc21	4	-6	1	-2	-2	8.7*	-18	69*	-16	98
COc1cc(NC(=S)N2CCN(C(=O)c3ccco3)CC2)c(OC)cc1Cl	-14	0	2	1	-18	-1.7	2	-9	-3	102
c1ccc(CNc2ncnc3scc(-c4cccs4)c23)nc1	4	-16	4	-5	-6	2.4	-14	0	1	94
Cc1ccc(NC(=O)c2cc(CC(C)C)nc3ccccc23)cc1	-16	-11	-13	-10	-6	2.9	1	-6	8	96
COCCn1c(SCC(=O)Nc2cccc(C)n2)nnc1-c1ccco1	11	-4	-1	4	-1	-0.1	3	3	16	94
Cc1cccc(C(=O)N/N=C/c2ccc(OC3CSC3)cc2)c1	17	1	-1	0	3	2.3	22	17	-5	83
O=C(Nc1ccc2c(c1)OCO2)c1cc(C2CCCCN2S(=O)(=O)c2cccs2)on1 (stereo not given)	-5	4	0	-9	nt	-0.8	-2	-2	1	102
COc1ccc2[nH]c3nc(SC(C)C)nnc3c2c1	-41	0	1	-13	-4	1.7	-16	-4	2	113
O=C(CCCCCN1C(=O)C2C3C=CC(C3)C2C1=O)Nc1nccs1 (stereo not given)	-3	-3	8	1	-8	0.3	-1	-7	-4	96
Cc1ccc(Sc2ncccc2C(=O)O)cc1C	5	7	1	2	1	0.8	7	0	8	100
CCOP(=O)(c1ccc(N(C)C)cc1)C(O)c1cccnc1 (stereo not given)	-26	-3	-1	1	-7	0.7	0	-5	0	94
CCCCCNC(=O)C1CC(=O)OC12CCCCC2 (stereo not given)	8	1	3	0	7	-3.8	-2	1	1	97
Cc1cc(C)c(NC(=O)CN2C(=O)NC(CCc3ccccc3)C2=O)c(C)c1 (stereo not given)	-27	-18	2	1	7	1.0	-3	3	10	93
CN(C)c1ccc(CNc2ccc3c(c2)ncn3C(C)(C)C)cc1	-21	-19	3	-2	-8	2.7	-2	3	3	104
CN(CC(=O)Nc1ccc(Cl)c(C(F)(F)F)c1)C(=O)CC1Sc2ccccc2NC1=O (stereo not given)	1	-3	-12	2	9	-0.4	-14	4	-6	99
O=C(Nc1ncccc1Cl)C(Sc1ccccc1)c1ccccc1 (stereo not given)	16	2	-11	-3	0	-1.1	2	-2	2	101
Nc1nc(N)c(N=Nc2ccccc2)c(=O)[nH]1	-37	-6	-6	2	-12	-1.0	1	-5	-11	95
CC(/C=C/c1ccco1)=N/NC(=O)OC(C)(C)C	-32	-2	1	0	-1	-2.2	8	8	9	99
O=C(Nc1nnc(C2CC2)s1)c1ccccn1	-33	-6	2	-12	-7	0.1	4	-5	16	102
CCOc1ccc(/C(CCC(=O)O)=N/NC(=O)c2cccc(S(=O)(=O)Nc3ccccc3OC)c2)cc1	-39	2	-4	1	-5	-0.3	24	0	-1	107
Cc1cccc(NC(=O)C2CCCN2C(=O)NC2CCCCC2)c1 (stereo not given)	-15	0	10	0	-2	-1.0	-2	-2	21	88
O=C(COc1ccc([N+](=O)[O-])cc1)NCc1ccccc1	-15	1	3	0	7	-1.0	4	7	1	96
CC1(C)CCCN(C(=O)c2coc(=O)c(Br)c2)C1	-27	-3	2	3	-7	-2.2	-1	-3	-1	97
C=C(C)Cn1cnc2cc(C)c(C)cc21	-7	-10	4	0	-7	3.0	16	0	13	98
CC(=O)Nc1c(C(=O)O)[nH]c2ccccc12	8	-5	-2	0	-17	-0.9	3	-3	6	99
COc1ccc(Cl)cc1C(=O)N/N=C/c1ccc(N2CCOCC2)cc1	-7	-6	0	3	-3	-2.7	8	-1	11	102
CN(Cc1cnn(-c2ccc(F)cc2)c1)C(=O)[C@H]1O[C@@H](n2ccc(=O)[nH]c2=O)[C@H](O)[C@@H]1O	-34	3	0	1	nt	nt	9	3	nt	95
Cc1ccc2[nH]c(=O)c(-c3nc4cc(C)ccn4c3NCc3ccco3)cc2c1	nt	8	-1	-2	-6	-1.1	-9	4	5	106
c1ccc2c(c1)Cc1ccccc1O2	-3	-3	0	0	5	-1.0	-4	8	12	100
CC1C(=O)N2CCCc3cc(NS(=O)(=O)c4ccccc4)cc1c32 (stereo not given)	16	7	-1	-1	-6	-1.6	4	0	2	96
CCOC(=O)C(NC(C)=O)C(O)c1ccc([N+](=O)[O-])cc1 (stereo not given)	3	-7	0	0	-9	-2.6	-4	2	5	101
CC(C)C[C@H]1CNC(=S)N1CC1CCCN1C[C@H](Cc1ccc(O)cc1)N1C[C@H](Cc2ccccc2)N(CC2CCCCC2)C1=S (stereo not given in full)	-11	-8	-8	-12	-13	-2.2	-6	5	13	98
CC(O)/C=C/c1cccc[n+]1C (stereo not given)	-5	-8	-1	1	4	-0.7	4	0	0	103
CC(=O)C1CCC2C3CCC4=CC(=O)CC[C@]4(C)[C@@]3(F)C(O)C[C@]12C (stereo not given in full)	29	-8	-2	3	6	-1.6	0	-1	-1	100
Cc1ccc(Cn2c(SCC(C)C)nc3c2c(=O)n(C)c(=O)n3C)cc1	-1	-2	-3	-6	-5	1.6	-15	-6	-13	99
CCn1c(C)nc2cc(C(=O)NNS(=O)(=O)c3c(C)c(C)cc(C)c3C)ccc21	-14	-4	0	2	-6	-2.1	5	1	-1	97
O=C(COc1ccc(Br)cc1)N(Cc1nnc(-c2ccccc2Cl)o1)C1CC1	20	4	-5	-2	-6	-1.6	-6	4	-1	101
Cc1cccc(C(=O)N2CCc3c([nH]c4ccccc34)C2CC(C)C)n1 (stereo not given)	-63	-10	-4	0	-2	-2.3	-7	5	4	88
O=Cc1cn(CCC(=O)O)nc1-c1cccc(Br)c1	-9	5	0	1	-7	-0.4	5	-5	-4	106
Cc1cc(C)c(S(=O)(=O)N2CCCOC2CNC(=O)C(=O)NCc2ccco2)c(C)c1 (stereo not given)	-6	-3	-2	0	9	-0.9	5	-4	5	93
CC(=O)NS(=O)(=O)c1ccc(N=NN2CCOCC2)cc1	19	-7	-1	1	-4	0.5	-1	-3	7	99
C=CCNC(=O)COC(=O)c1ccc(Sc2nncn2C)c([N+](=O)[O-])c1	-24	5	2	2	1	0.7	7	-11	3	99
Cc1c(C)[n+](=O)c(-c2cccs2)c(C)n1[O-]	6	-1	-1	2	-2	0.1	-4	5	8	91
O=C1C2C3C=CC(C4CC34)C2C(=O)N1/N=C/c1ccc(-c2ccc(F)cc2[N+](=O)[O-])o1 (stereo not given)	4	5	3	-3	3	-0.3	6	-11	9	108
O=C(Nc1cccc2ccccc12)NC1CCCCC1O (stereo not given)	-6	-12	-7	0	4	-2.1	5	-5	5	95
O=C(NNS(=O)(=O)c1ccc(Cl)cc1)c1ccc(S(=O)(=O)N2CCCCC2)cc1	-16	-10	2	1	-1	0.0	5	-5	8	101
CC(=O)c1cccc(NC(=O)C2=CC(c3ccc4c(c3)OCO4)=NS(=O)(=O)N2C)c1	-4	2	-11	2	-13	-4.0	1	0	1	93
Cn1c(=O)c2cc(S(=O)(=O)NC(C(=O)NCc3cccnc3)c3ccccc3)ccc2n(C)c1=O (stereo not given)	-2	4	2	1	-2	-0.3	-5	-1	0	99
C(=N\Nc1ccc2nncn2n1)/c1ccco1	-20	-4	1	3	6	0.0	2	3	-11	88
CCCNC(=O)N(C)C[C@@H]1Oc2cc(Br)ccc2S(=O)(=O)N([C@@H](C)CO)C[C@H]1C	12	-1	-1	3	-3	3.3	20	6	-2	90
CCNC(=O)c1c(O)c2c([nH]c1=O)CCCC2	9	-10	1	6	0	-3.0	11	2	11	96

# Full records as entered above:
# Profile of CCCNC(=O)N(C)C[C@@H]1Oc2cc(Br)ccc2S(=O)(=O)N([C@@H](C)CO)C[C@H]1C → SRC2 inh = 12; NOD2 RIPK2 PPI = -1; HTR2A ag = -1; N-glyco inh = 3; TLR9-MyD88 block = -3; MC4R ag barr = 3.3; H9c2 protect = 20; ABHD5 PLIN5 PPI = 6; MC4R antagonist = -2; ABCB6 inh 2 = 90
# Profile of O=Cc1cn(CCC(=O)O)nc1-c1cccc(Br)c1 → SRC2 inh = -9; NOD2 RIPK2 PPI = 5; HTR2A ag = 0; N-glyco inh = 1; TLR9-MyD88 block = -7; MC4R ag barr = -0.4; H9c2 protect = 5; ABHD5 PLIN5 PPI = -5; MC4R antagonist = -4; ABCB6 inh 2 = 106

# Some of the compounds tested; the hit share may differ from the screen's.
